BCLXL inh: Bcl-xL (human) inhibition. GST-Bcl-xL / FITC-Bim BH3 peptide fluorescence polarization. AID 2129. inhibition, % at 10.9 µM. 320,000 compounds, 0.7% hits. Q07817;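 active = inhibition above the mean of all tested compounds plus 3 SD, cutoff set per campaign, cut at about 30% in these data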;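 note: 0% = DMSO wells and 100% = unlabeled Bim-BH3 peptide competitor; inhibitors lower millipolarization by displacing the labeled peptide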
VLA-4 inh: inhibition in a human VLA-4 binding assay; VLA-4 expressing cells, ligand binding flow cytometry; P13612; inhibition, % (about 7 µM as worked out from the volumes in the protocol); 330,000 compounds, 0.2% hits; in the data active = inhibition above about 50%
MCL1 BIM primary: disrupts human MCL1 binding to BIM-BH3 peptide; inhibition, % at 10.9 µM; GST-MCL1 / FITC-Bim-BH3 fluorescence polarization; AID 2057; Q07820; 320,000 compounds, 0.68% hits;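 active = inhibition above the mean inhibition of all tested compounds plus 3 SD, set per campaign, cut at about 40% in these data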;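 note: 0% = DMSO wells and 100% = unlabeled Bim-BH3 peptide control; higher means more loss of mP so more displacement of Bim peptide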
Target sequence (Q07820 whole entry, looked up): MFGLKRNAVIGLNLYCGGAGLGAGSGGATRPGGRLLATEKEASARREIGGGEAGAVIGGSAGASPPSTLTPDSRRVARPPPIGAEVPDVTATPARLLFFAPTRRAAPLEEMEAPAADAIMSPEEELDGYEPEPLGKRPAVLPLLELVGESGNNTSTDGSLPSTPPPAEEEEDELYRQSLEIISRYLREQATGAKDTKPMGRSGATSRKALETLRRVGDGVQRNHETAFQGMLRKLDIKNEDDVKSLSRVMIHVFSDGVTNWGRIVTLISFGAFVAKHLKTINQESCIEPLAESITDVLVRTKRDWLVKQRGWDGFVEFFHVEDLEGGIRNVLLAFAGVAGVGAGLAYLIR
CR mimetic SO: yeast age-related superoxide inhibition as caloric restriction mimetic. 330,000 compounds, 0.18% hits. superoxide response (% of plate mean), % at 10 µM. AID 2690. S. cerevisiae aged cells, superoxide DHE fluorescence; active compounds read low;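 active = superoxide response under a set limit, about three screen SD below normal, cut at about 65% in these data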;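 note: yeast aged for seven days with compound at 30 °C before DHE staining; 100% = average MFI of all compound-treated wells on the plate with controls excluded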
CIT2 TOR yeast: yeast TOR pathway CIT2-GFP modulation; 320,000 compounds, 0.065% hits; GFP response vs DMSO, % at 10 µM; S. cerevisiae CIT2-GFP strain, flow cytometry, 3 h; 100 means same as DMSO wells;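 active = GFP response relative to DMSO above a set limit, near the screen mean plus 3 SD, cut at about 150% in these data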;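 note: ratio of well median GFP fluorescence to mean of DMSO wells on the plate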
GLD-1 RNA inh: GLD-1-TGE RNA interaction inhibition (C. elegans) | purified GLD-1 + fluorescein TGE RNA, fluorescence polarization | inhibition, % at 5.96 µM | 320,000 compounds, 0.44% hits;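 active = percent inhibition above a per-plate cutoff, the plate mean of test compounds plus 3 SD, cut at about 30% in these data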;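 note: 0% = DMSO wells with GLD-1 and probe and 100% = wells lacking GLD-1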
GRK2 aptamer HTS: human GRK2 inhibition via aptamer displacement. 330,000 compounds, 0.59% hits. AID 488847. P25098. inhibition of aptamer binding, % at 10 µM. bead flow cytometry, FAM-aptamer displacement from GRK2;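 active = inhibition of aptamer binding above 40%, roughly 3 SD of noise, on plates passing a quality check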;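 note: median bead fluorescence of bound FAM aptamer so fluorescent compounds give negative values; no value below 0 was filed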
Target sequence (P25098 whole entry, looked up): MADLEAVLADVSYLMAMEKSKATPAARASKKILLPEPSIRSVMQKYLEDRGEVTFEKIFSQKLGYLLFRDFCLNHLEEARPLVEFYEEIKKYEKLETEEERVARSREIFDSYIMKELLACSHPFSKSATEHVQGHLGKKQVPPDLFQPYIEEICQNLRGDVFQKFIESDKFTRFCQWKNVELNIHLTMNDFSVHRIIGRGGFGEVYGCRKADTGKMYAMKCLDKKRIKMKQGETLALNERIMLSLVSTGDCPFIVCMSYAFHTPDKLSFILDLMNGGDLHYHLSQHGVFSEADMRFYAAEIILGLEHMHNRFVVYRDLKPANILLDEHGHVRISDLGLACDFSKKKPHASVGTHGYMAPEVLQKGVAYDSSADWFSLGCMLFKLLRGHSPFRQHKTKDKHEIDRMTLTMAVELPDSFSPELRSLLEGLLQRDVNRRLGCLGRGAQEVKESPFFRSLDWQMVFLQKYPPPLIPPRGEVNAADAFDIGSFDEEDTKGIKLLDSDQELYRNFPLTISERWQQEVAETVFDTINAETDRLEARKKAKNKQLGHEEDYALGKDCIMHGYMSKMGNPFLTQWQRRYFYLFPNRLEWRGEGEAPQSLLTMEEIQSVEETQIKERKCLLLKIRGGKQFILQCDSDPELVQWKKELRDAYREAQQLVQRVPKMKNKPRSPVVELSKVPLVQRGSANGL
MEX-5 binding: C. elegans MEX-5 TCR-2 RNA binding activity. Q9XUB2. MEX-5/FITC-TCR2 RNA binding, fluorescence polarization; active compounds read low. activity score (negative = inhibition of binding), % at 10 µM. 300,000 compounds, 0.38% hits;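 active = inhibition past about -25% in most replicates, and total fluorescence under double the plate's negative control median, limit read from the data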;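 note: 0% = DMSO and -100% = 5 µM competing unlabeled TCR2 RNA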
AGP1 TOR yeast: yeast TOR pathway AGP1-GFP modulation. S. cerevisiae AGP1-GFP multiplex flow cytometry, 3 h; GFP as percent of DMSO wells. GFP response vs DMSO, % at 10 µM. 320,000 compounds, 0.02% hits;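 active = GFP response relative to DMSO above a set limit, near screen average plus 3 SD, cut at about 150% in these data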;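 note: median GFP channel fluorescence of the gated AGP1 strain per well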
Numbers without * were called inactive.

Results for Cc1noc(C)c1CN1C(=O)c2cccc([N+](=O)[O-])c2C1=O ?
BCLXL inh: 4; VLA-4 inh: 7; MCL1 BIM primary: 6; CR mimetic SO: 108; CIT2 TOR yeast: 98; GLD-1 RNA inh: 14; GRK2 aptamer HTS: 2; MEX-5 binding: -1.1; AGP1 TOR yeast: 94

How did CCOC(=O)N1CCC(NC(=O)CCCC(=O)O)CC1 do in these assays?
BCLXL inh: 2; VLA-4 inh: 3; MCL1 BIM primary: -2; CR mimetic SO: 94; CIT2 TOR yeast: 86; GLD-1 RNA inh: 5; GRK2 aptamer HTS: 0; MEX-5 binding: 2.1; AGP1 TOR yeast: 99

What do the screens show for `CCCOc1ccc(C(F)(F)F)cc1NC(=O)c1cc(C)on1`?
BCLXL inh: 0; VLA-4 inh: -9; MCL1 BIM primary: -5; CR mimetic SO: 96; CIT2 TOR yeast: 102; GLD-1 RNA inh: -2; GRK2 aptamer HTS: 1; AGP1 TOR yeast: 97

What do the screens show for `Cc1cccc2nc(-c3cccnc3)c(Nc3ccccc3)n12`?
BCLXL inh: -1; VLA-4 inh: -1; MCL1 BIM primary: 0; CR mimetic SO: 97; CIT2 TOR yeast: 107; GLD-1 RNA inh: 4; GRK2 aptamer HTS: 0; MEX-5 binding: 0.4; AGP1 TOR yeast: 106

What do the screens show for `Cc1ccc([N+](=O)[O-])cc1NC(=O)c1ccc2c(c1)OCO2`?
BCLXL inh: 4; VLA-4 inh: -4; MCL1 BIM primary: 1; CR mimetic SO: 99; CIT2 TOR yeast: 102; GLD-1 RNA inh: 4; GRK2 aptamer HTS: 2; MEX-5 binding: -0.6; AGP1 TOR yeast: 101

How did c1ccc(CCc2cc3ccccc3[nH]2)cc1 do in these assays?
BCLXL inh: 3; VLA-4 inh: -3; MCL1 BIM primary: 9; CR mimetic SO: 118; CIT2 TOR yeast: 100; GLD-1 RNA inh: 4; GRK2 aptamer HTS: 3; AGP1 TOR yeast: 91

Results for O=C1C2C3C=CC(C3=C3CCCCC3)C2C(=O)N1Cc1ccccc1 (stereo not given) ?
BCLXL inh: 0; VLA-4 inh: 3; MCL1 BIM primary: -3; CR mimetic SO: 111; CIT2 TOR yeast: 83; GLD-1 RNA inh: 2; GRK2 aptamer HTS: 0; MEX-5 binding: 0.3; AGP1 TOR yeast: 85

What do the screens show for `Cc1cccc(C)c1OCC(=O)NNC(=O)c1ccoc1C`?
BCLXL inh: 1; VLA-4 inh: 3; MCL1 BIM primary: -1; CR mimetic SO: 93; CIT2 TOR yeast: 110; GLD-1 RNA inh: 5; GRK2 aptamer HTS: 0; MEX-5 binding: -0.7; AGP1 TOR yeast: 107

Results for Nc1ccc(C(=O)N/N=C/c2cccc(Oc3ccccc3)c2)cc1 ?
VLA-4 inh: 7; CR mimetic SO: 99; CIT2 TOR yeast: 82; GRK2 aptamer HTS: 1; MEX-5 binding: -2.9; AGP1 TOR yeast: 88

Results for COC(=O)c1ccc(CNC(=O)c2ccc(NS(=O)(=O)c3ccc4[nH]c(=O)[nH]c4c3)cc2)cc1 ?
BCLXL inh: 4; VLA-4 inh: 17; MCL1 BIM primary: 8; CR mimetic SO: 99; CIT2 TOR yeast: 103; GLD-1 RNA inh: 10; GRK2 aptamer HTS: 0; MEX-5 binding: -2.8; AGP1 TOR yeast: 95

What do the screens show for `O=S1(=O)CCN(Cc2ccc(Cl)c(Cl)c2)CC1`?
BCLXL inh: 0; VLA-4 inh: 7; MCL1 BIM primary: -2; CR mimetic SO: 113; CIT2 TOR yeast: 95; GLD-1 RNA inh: -2; GRK2 aptamer HTS: 3; MEX-5 binding: -0.3; AGP1 TOR yeast: 98

How did Cc1ccc(S(=O)(=O)Nc2ccc(S(=O)(=O)NCC3CCCO3)cc2)cc1 (stereo not given) do in these assays?
BCLXL inh: 7; VLA-4 inh: 0; MCL1 BIM primary: 2; CR mimetic SO: 112; CIT2 TOR yeast: 103; GLD-1 RNA inh: 0; GRK2 aptamer HTS: 3; MEX-5 binding: -0.5; AGP1 TOR yeast: 101

What do the screens show for `Cc1ccc(NC(=O)CS(=O)CC(=O)N(CC(=O)NC2CCCC2)c2cccc(C)c2C)cc1` (stereo not given)?
BCLXL inh: 2; VLA-4 inh: 9; MCL1 BIM primary: 0; CR mimetic SO: 82; CIT2 TOR yeast: 106; GLD-1 RNA inh: 2; GRK2 aptamer HTS: 4; MEX-5 binding: -1.8; AGP1 TOR yeast: 104

Results for CCOC(=O)N1CCN(C(=O)c2ccc(OCC)c(OCC)c2)CC1 ?
BCLXL inh: 3; VLA-4 inh: -18; MCL1 BIM primary: -2; CR mimetic SO: 107; CIT2 TOR yeast: 99; GLD-1 RNA inh: 3; GRK2 aptamer HTS: 0; MEX-5 binding: -0.9; AGP1 TOR yeast: 95

How did CCOC(=O)C(/C=C(\C#N)C(=O)OCC)=C(/N)N1CCN(c2ccc(Cl)cc2)CC1 do in these assays?
BCLXL inh: 4; VLA-4 inh: 12; MCL1 BIM primary: 2; CR mimetic SO: 99; CIT2 TOR yeast: 120; GLD-1 RNA inh: 7; GRK2 aptamer HTS: 2; MEX-5 binding: -1.0; AGP1 TOR yeast: 110

What do the screens show for `COc1ccc([C@H]2CC(=O)C=C(c3ccc(C)c4ccccc34)C2)cc1`?
BCLXL inh: -3; VLA-4 inh: 1; MCL1 BIM primary: -1; CR mimetic SO: 78; CIT2 TOR yeast: 91; GLD-1 RNA inh: 0; GRK2 aptamer HTS: 1; AGP1 TOR yeast: 93

What do the screens show for `COc1ccc(CN2CC[C@@H](N3CCOCC3)[C@H](O)C2)cc1F`?
BCLXL inh: 1; VLA-4 inh: 8; MCL1 BIM primary: 9; CR mimetic SO: 93; CIT2 TOR yeast: 100; GLD-1 RNA inh: -6; GRK2 aptamer HTS: 0; MEX-5 binding: -1.1; AGP1 TOR yeast: 99

What do the screens show for `Cc1ccc(CC(NC(=O)c2ccccc2)C(=O)NC(Cc2ccccc2)C(=O)O)cc1` (stereo not given)?
BCLXL inh: 5; VLA-4 inh: -2; MCL1 BIM primary: 6; CR mimetic SO: 95; CIT2 TOR yeast: 106; GLD-1 RNA inh: -4; GRK2 aptamer HTS: 0; MEX-5 binding: -0.5; AGP1 TOR yeast: 102

How did COc1cc(/C=C2/SC(=S)N(Cc3ccccc3)C2=O)ccc1O do in these assays?
BCLXL inh: -3; VLA-4 inh: inactive; MCL1 BIM primary: -11; CR mimetic SO: 98; CIT2 TOR yeast: 109; GLD-1 RNA inh: -10; GRK2 aptamer HTS: 8; MEX-5 binding: -0.2; AGP1 TOR yeast: 101

What do the screens show for `O=C(NCCc1nc(-c2ccccc2)cs1)c1ccc(Br)cc1`?
BCLXL inh: 5; VLA-4 inh: 7; MCL1 BIM primary: 0; CR mimetic SO: 120; CIT2 TOR yeast: 89; GLD-1 RNA inh: 8; GRK2 aptamer HTS: 0; MEX-5 binding: 2.0; AGP1 TOR yeast: 93

Results for O=C(NC1CCCCC1)C(c1ccccc1)N(Cc1cccnc1)C(=O)c1csnn1 (stereo not given) ?
BCLXL inh: 6; VLA-4 inh: -8; MCL1 BIM primary: 5; CR mimetic SO: 99; CIT2 TOR yeast: 96; GLD-1 RNA inh: 2; GRK2 aptamer HTS: 0; MEX-5 binding: -0.7; AGP1 TOR yeast: 95

Results for Cc1ccsc1C(=O)Nc1nnc(-c2ccco2)o1 ?
BCLXL inh: 0; VLA-4 inh: -2; MCL1 BIM primary: 3; CR mimetic SO: 108; CIT2 TOR yeast: 108; GLD-1 RNA inh: -2; GRK2 aptamer HTS: 0; MEX-5 binding: -0.7; AGP1 TOR yeast: 90

How did CC(=O)Nc1ccc(NC(=O)c2ccc(NS(=O)(=O)c3cccc4cccnc34)cc2)cc1 do in these assays?
BCLXL inh: 1; VLA-4 inh: -1; MCL1 BIM primary: 1; CR mimetic SO: 94; CIT2 TOR yeast: 102; GLD-1 RNA inh: 3; GRK2 aptamer HTS: 0; MEX-5 binding: 0.5; AGP1 TOR yeast: 103

Results for COc1ccc([N+](=O)[O-])cc1NC(=O)c1ccc(C)o1 ?
BCLXL inh: 6; VLA-4 inh: 7; MCL1 BIM primary: 7; CR mimetic SO: 97; CIT2 TOR yeast: 98; GLD-1 RNA inh: 4; GRK2 aptamer HTS: 0; MEX-5 binding: 1.2; AGP1 TOR yeast: 86

How did COc1ccc2[nH]c(=O)c(CN(C(=O)NC3CCCCC3)C3CCCCC3)cc2c1 do in these assays?
BCLXL inh: 5; VLA-4 inh: 14; MCL1 BIM primary: 6; CR mimetic SO: 100; CIT2 TOR yeast: 103; GLD-1 RNA inh: -4; GRK2 aptamer HTS: 0; MEX-5 binding: 3.0; AGP1 TOR yeast: 103

What do the screens show for `COc1ccc(N(CC(=O)NC(C)(C)C)C(=O)CCC(=O)Nc2nccs2)cc1`?
BCLXL inh: -2; VLA-4 inh: 1; MCL1 BIM primary: -4; CR mimetic SO: 87; CIT2 TOR yeast: 89; GLD-1 RNA inh: 9; GRK2 aptamer HTS: 0; MEX-5 binding: -2.0; AGP1 TOR yeast: 87

What do the screens show for `N#CCCN1CCN(C(=S)c2ccc(-c3ccc(Cl)cc3)o2)CC1`?
BCLXL inh: 13; VLA-4 inh: 2; MCL1 BIM primary: 11; CR mimetic SO: 102; CIT2 TOR yeast: 92; GLD-1 RNA inh: 9; GRK2 aptamer HTS: 2; MEX-5 binding: -0.1; AGP1 TOR yeast: 92

Results for C[C@H](CO)N1C[C@H](C)[C@@H](CN(C)C(=O)Nc2ccccc2)Oc2ccc(NS(=O)(=O)c3cn(C)cn3)cc2C1=O ?
VLA-4 inh: 10; CR mimetic SO: 102; CIT2 TOR yeast: 86; GLD-1 RNA inh: 6; GRK2 aptamer HTS: 2; AGP1 TOR yeast: 88

What do the screens show for `N#CCCN(CCC#N)C(=S)NC1CC2C=CC1C2` (stereo not given)?
BCLXL inh: 8; VLA-4 inh: 2; MCL1 BIM primary: -2; CR mimetic SO: 105; CIT2 TOR yeast: 89; GLD-1 RNA inh: -7; GRK2 aptamer HTS: 1; MEX-5 binding: 0.6; AGP1 TOR yeast: 86

How did Nc1nnnn1/N=C/c1ccccc1OCc1ccccc1 do in these assays?
BCLXL inh: 6; VLA-4 inh: 5; MCL1 BIM primary: 1; CR mimetic SO: 99; CIT2 TOR yeast: 91; GLD-1 RNA inh: 0; GRK2 aptamer HTS: 1; MEX-5 binding: -5.2; AGP1 TOR yeast: 97

How did CN(C)S(=O)(=O)c1ccc(Cl)c(NC(=O)CN2CCCCCC2)c1 do in these assays?
BCLXL inh: 6; VLA-4 inh: 5; MCL1 BIM primary: 9; CR mimetic SO: 87; CIT2 TOR yeast: 95; GLD-1 RNA inh: -4; GRK2 aptamer HTS: 3; MEX-5 binding: -0.3; AGP1 TOR yeast: 101

What do the screens show for `COc1ccccc1C(=O)Nc1ccc2c(c1)nc(CN1CCN(C(C)=O)CC1)n2C`?
BCLXL inh: 3; VLA-4 inh: 9; MCL1 BIM primary: 5; CR mimetic SO: 99; CIT2 TOR yeast: 89; GLD-1 RNA inh: 5; GRK2 aptamer HTS: 0; MEX-5 binding: -1.9; AGP1 TOR yeast: 98

From PubChem
